Pin1 inhibitor – inhibitors of human Pin1; Pin1 FP peptide displacement, HiFluor488, 10 min; Potency, µM (series often up to 115 µM), inactives show top-dose activity, negative = inhibition, hits mostly inhibitors; 0.009% of 390,000 active; AID 504891; active = well fitted inhibition curve with a large enough effect in the polarisation, with a control signal flat, not every such curve was filed as active; inconclusive = small, poorly fitted or top-dose-only effect, or effect the other way, or a change in a side signal; inactive = no such curve, though single readings can be large or run the other way; the % refers to the polarisation; note: potency is the fitted concentration of half-maximal effect; % is set by controls: 0 for no effect and ±100 for the full control effect
Target sequence (Q13526 whole entry, looked up): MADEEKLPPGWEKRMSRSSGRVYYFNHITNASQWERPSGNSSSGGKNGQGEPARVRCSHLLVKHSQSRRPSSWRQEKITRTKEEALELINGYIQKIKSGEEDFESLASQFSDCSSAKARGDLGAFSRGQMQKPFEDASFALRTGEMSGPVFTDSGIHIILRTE
Tb PGK inh – inhibitors of T. brucei phosphoglycerate kinase; AID 602233; Potency, µM (top dose mostly 57.5 µM), without a hit: at the top dose activity change, negative = inhibition, actives largely listed as inhibitors; 0.043% of 380,000 active; PGK/GAPDH coupled, Kinase-Glo luminescence, 60 min; P07378; note: potency is the fitted concentration of half-maximal effect; % is set by controls: 0 for no effect and ±100 for the full control effect; nearly all actives have a fitted effect of over 60% in size
Target sequence (P07378 whole entry, looked up): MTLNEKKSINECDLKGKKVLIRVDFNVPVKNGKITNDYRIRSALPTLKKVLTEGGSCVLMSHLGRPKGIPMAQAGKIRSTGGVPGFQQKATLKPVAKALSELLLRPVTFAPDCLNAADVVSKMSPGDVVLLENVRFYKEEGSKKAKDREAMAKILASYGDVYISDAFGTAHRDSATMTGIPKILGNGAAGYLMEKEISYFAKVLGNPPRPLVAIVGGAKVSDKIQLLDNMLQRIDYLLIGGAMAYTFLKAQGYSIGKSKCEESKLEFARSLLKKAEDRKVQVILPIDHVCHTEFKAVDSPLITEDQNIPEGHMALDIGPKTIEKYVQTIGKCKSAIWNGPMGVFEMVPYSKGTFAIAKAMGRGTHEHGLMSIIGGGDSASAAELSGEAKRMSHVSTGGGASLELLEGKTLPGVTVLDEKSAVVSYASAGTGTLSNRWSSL
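Recombinant glycosomal PGK reaction used 1,3-bisphosphoglycerate generated in-well by GAPDH (100nM final) in 100mM TEA pH 7.6, 5mM MgCl2, 0.01% Tween-20. After 60 minutes at room temperature, ATP was read by Kinase-Glo Plus luminescence end-point.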
USP1 inh – blocks the human USP1/UAF1 deubiquitinase complex | recombinant USP1/UAF1, Ub-Rhodamine cleavage fluorescence | 0.23% of 390,000 active | Potency, µM (highest dose often 57.1 µM), for inactives: at the highest dose activity change, negative = inhibition, hits mostly inhibitors | AID 743255; note: potency is the fitted concentration of half-maximal effect; % is set by controls: 0 for no effect and ±100 for the full control effect; nearly all actives have a fitted effect of over 60% in size; inactives centre near -12
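In this screen, compounds sit with the deubiquitinase complex (1nM) for 15 min at room temperature before Ub-Rho is added at 150nM final. Fluorescence rise is then followed for 6 reads every 60 seconds.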
TrxR1 substrate – rat thioredoxin reductase 1 substrate activity; O89049; purified TrxR1 substrate turnover, NADPH consumption readout; Potency, µM (top dose mostly 114 µM), for inactives: at the highest dose activity change, negative = substrate turnover; 0.01% of 390,000 active; AID 588456; note: potency is the fitted concentration of half-maximal effect; % is set by controls: 0 for no effect and ±100 for the full control effect; nearly all actives have a fitted effect of over 50% in size
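Rat TrxR1, dispensed at 90 nM, was prereduced with 400 uM NADPH (final) for 5 min at ~22 deg C, then incubated with compound 15 min before 400 uM selenite. A first-read NADPH fluorescence drop versus no-compound background flagged substrates.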
IDH1 R132H inh – blocks human mutant IDH1 R132H enzyme | O75874 | 0.093% of 390,000 active | IDH1-R132H enzyme, NADPH consumption, diaphorase/resazurin fluorescence | Potency, µM (top dose mostly 76.6 µM), for the others: at the top dose activity change, negative = inhibition, hits mostly inhibitors; note: potency is the fitted concentration of half-maximal effect; % is set by controls: 0 for no effect and ±100 for the full control effect; nearly all actives have a fitted effect of over 65% in size
Target sequence (O75874 whole entry R132H, stated change not applied): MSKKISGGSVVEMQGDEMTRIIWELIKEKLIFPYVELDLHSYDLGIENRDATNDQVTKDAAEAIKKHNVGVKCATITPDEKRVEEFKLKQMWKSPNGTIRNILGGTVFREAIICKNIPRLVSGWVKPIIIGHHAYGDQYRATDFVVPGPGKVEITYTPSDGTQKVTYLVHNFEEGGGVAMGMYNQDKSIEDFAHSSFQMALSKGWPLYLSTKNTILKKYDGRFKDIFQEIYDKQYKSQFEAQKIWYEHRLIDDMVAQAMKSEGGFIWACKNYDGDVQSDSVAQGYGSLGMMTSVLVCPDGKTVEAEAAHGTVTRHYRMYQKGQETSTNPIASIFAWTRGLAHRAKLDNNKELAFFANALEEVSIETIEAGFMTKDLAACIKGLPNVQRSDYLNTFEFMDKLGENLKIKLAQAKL
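IDH1-R132H (0.5 ug/mL) preincubated 30 min with compound, then NADPH (0.016 mM) and alpha-KG (2 mM) added; 80 min at RT, pH 7.5. Remaining NADPH coupled via diaphorase/resazurin to fluorescence (540/590 nm); concentration-response curves normalized to no-enzyme control.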
TrxR1 inh – inhibitors of rat thioredoxin reductase 1 | O89049 | recombinant rTrxR1, NADPH fluorescence consumption, selenite substrate | Potency, µM (top dose mostly 114 µM), for the others: at the top dose activity change, negative = inhibition, hits mostly inhibitors | 1% of 390,000 active; note: potency is the fitted concentration of half-maximal effect; % is set by controls: 0 for no effect and ±100 for the full control effect; nearly all actives have a fitted effect of over 65% in size
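Rat TrxR1 (90 nM in the dispensed reagent) was pre-reduced with 400 uM NADPH for 5 min at room temperature, then incubated with compound for 15 min. After 400 uM selenite was added, NADPH fluorescence (Ex 340/Em 450 nm) was followed for 8 min.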
HP1b binding inh – HP1-beta chromodomain-methylated histone interaction inhibition; P83916; AlphaScreen HP1-beta / biotin-H3K9me3 peptide binding; Potency, µM (series often up to 114 µM), inactives show top-dose activity change, negative = inhibition, most hits filed as inhibitors; 0.56% of 390,000 active; note: potency is the fitted concentration of half-maximal effect; nearly all actives have a fitted effect of over 70% in size; inactives centre near 23
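Compound inhibition of the preformed complex between 50 nM HP1-beta and 50 nM biotinylated H3K9me3 peptide was read by AlphaScreen. Buffer was PBS pH 7.4 with 0.01% Tween-20. Incubations ran 30 min at room temperature, with 10 ug/mL donor/acceptor beads.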
GLS inh – glutaminase GLS (human) inhibition; O94925; 0.21% of 410,000 active; GLS enzymatic activity, qHTS titration; AID 624170; Potency, µM (doses to about 45.5 µM), for the others: at the highest dose activity change, negative = inhibition, actives largely listed as inhibitors; note: potency is the fitted concentration of half-maximal effect; % is set by controls: 0 for no effect and ±100 for the full control effect
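Glutamate formation by hKGA was monitored fluorometrically using coupled glutamate oxidase, HRP and Amplex Red. Substrate was added as 1 mM L-glutamine solution; incubation was 30 min at RT after an initial read.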
PI4K2A block – blocks human PI4K2A kinase activity. Q9BTU6. purified PI4K2A, ADP-Glo luminescence, 1 h; hits give low values. activity change, negative = inhibition, % at 76.9 µM. 0.13% of 420,000 active. AID 1346378; in the data active = activity change below about -50%; inconclusive = mostly about -30% to -49%;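 note: -100% = wells without enzyme as full effect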
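In this quantitative HTS, ADP production by PI4K2A was quantified luminescently after 1 h at ambient temperature; 100 microM adenosine served as plate-quality control.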
* marks the source's active call; other numbers are inactive results; i = inactive; ? = inconclusive; [ ] = another dose, or the depositor's remark. Unless noted, calls come from the whole dose curve; as a rule, active = well fitted curve in the direction sought with a large enough effect; inconclusive = small, poorly fitted or top-dose-only effect, or another doubt; inactive = no such curve, though single readings can be large; an effect the other way counts as inactive or inconclusive. A portion of the library; rates above refer to the full screens.

SMILES	Pin1 inhibitor	Tb PGK inh	USP1 inh	TrxR1 substrate	IDH1 R132H inh	TrxR1 inh	HP1b binding inh	GLS inh	PI4K2A block
CCN(CC)c1ccc(C(=O)OCC(=O)Nc2cc(C)on2)cc1	-0.5%	-0.5%	-1.9%	-7.3%	-12.1%	-2.9%	-1.0%	2.9%	0.7
Cn1cc(Br)c(C(=O)NC2CCCCC2)n1	-6.0%	0.9%	-16.0%	8.2%[57.1 µM]	1.7%	9.3%[57.1 µM]	51.0%	8.1%	7.6
O=C1NC(=Nc2ccc(Cl)cc2)SC1Cc1cccc(Cl)c1Cl (centres undefined)	7.5%	-3.3%	1.2%	1.2%	-4.3%	23.1%	15.2%	7.6%	-6.7
COc1ccccc1CC(=O)N1CCN(c2ccc(F)cc2)CC1	7.4%	1.0%	-9.1%	3.3%	4.0%	-7.7%[57.1 µM]	20.3%	-0.5%	5.7
COc1ccc(-c2cn3c(C)c(C(=O)Nc4cc(C)cc(C)c4)sc3n2)cc1	21.3%	-0.7%	-25.2%	2.8%[57.1 µM]	-12.1%	20.7%[57.1 µM]	9.7%[57 µM]	3.0%	3.9
Cc1c(C(=O)N2CCN(C)CC2)oc2ccc(Br)cc12	-2.5%	2.7%	-3.6%	-7.8%	-9.6%	-17.1%	18.1%	2.3%	-0.3
C=CCN(c1ccccc1)S(=O)(=O)c1cccc(C(=O)O)c1	-11.8%	i	-20.2%	-18.9%	4.1%	?	33.4%	-2.8%	2.7
Cn1c2c(c3cc([N+](=O)[O-])ccc31)CCCC2	-3.4%	-1.1%	-19.6%	1.1%	12.6%	17.2%[57.1 µM]	21.6%	-4.0%	-2.5
CC(C)(C)c1cc(C(=O)O)n[nH]1	-3.3%	-5.9%[11.5 µM]	-16.7%	6.9%	-0.4%	18.2%	-5.2%	-3.8%	-2.0
O=C(NCCc1ccccc1)C(NS(=O)(=O)c1cccc2nsnc12)c1ccccc1 (centres undefined)	1.6%	-2.9%	-3.2%	-4.4%	-5.7%	5.6%	19.7%	8.8%	0.8
O=C(NC1CC2CCC(C1)N2C(=O)NC1CCCCC1)NC12CC3CC(CC(C3)C1)C2 (centres undefined)	-1.7%	-7.5%	-0.3%	-8.8%	-2.9%	3.6%	18.2%	2.3%	-4.5
CCc1ccc(NC(=O)CC2C(=O)N(c3ccc(Cl)cc3)C(=O)N2Cc2cccs2)cc1 (centres undefined)	15.3%	i	-1.4%	2.9%	-13.3%	10.6%	29.8%	3.3%	-1.6
CCCN1C(=O)c2ccccc2NC1c1ccc(OC)cc1O (centres undefined)	-8.5%	-9.8%	-22.2%	167.3%[activator]	4.4%	1.9%	21.9%	23.3%	0.9
O=C(NCc1ccco1)Nc1cccc([N+](=O)[O-])c1	-12.5%	-9.3%	-22.7%	-4.9%	-2.8%	-5.2%	-7.6%	-10.6%	-3.6
CCN(CC)C(=O)C1=C(C)NC(=S)NC1c1cn(-c2ccccc2)nc1-c1ccc(Cl)cc1 (centres undefined)	10.5%	5.2%	-24.5%	8.5%	-4.6%	31.1%	-23.1%	?	1.4
O=C(Nc1nc(-c2ccc(F)cc2)cs1)C1CCCO1 (centres undefined)	-7.9%	i	-19.6%	8.2%[57.1 µM]	19.7%	2.1%[57.1 µM]	8.8%	4.0%	-1.6
C=CCn1c(C)nc2ccccc2c1=O	-1.2%	-5.6%	5.4%	-7.8%	2.0%	1.4%	31.6%	4.3%	-4.3
Cc1c(C(c2cc(O)ccc2O)c2c(C)n(C)n(-c3ccccc3)c2=O)c(=O)n(-c2ccccc2)n1C	0.5%	-1.6%	-7.8%	-0.3%	-5.7%	70.8µM*	3.2%	37.4%[activator]	0.4
Cc1ccc(S(=O)(=O)N2CCC(C(=O)NCc3ccccc3CN3CCCC3)CC2)cc1	3.9%	2.1%	2.5%	-6.7%	-26.8%	-4.6%	39.9%[activator]	0.9%	-2.5
CSc1nnc(-c2cnccn2)n1CCCN1CCCC1=O	-5.4%	i	-0.3%	0.4%	7.6%	6.6%	45.9%	0.4%	5.5
O=C(NCc1ccc(Cl)c(Cl)c1)c1cccnc1	-7.6%	-8.9%	-21.9%	-16.4%[11.4 µM]	1.4%	-0.9%[11.4 µM]	29.5%	-12.5%	7.0
O=C(Nc1ccccc1F)c1cc2nc(C(F)F)cc(C(F)F)n2n1	-14.1%	1.5%	-13.5%	13.7%	-2.6%	18.2%	25.5%	1.8%	-2.6
Cc1nc(-c2ccccc2)nn1-c1ccc([N+](=O)[O-])cc1	1.6%	0.4%	-10.9%	1.1%	10.5%	7.9%	13.2%	-1.2%	2.3
COc1cccc(OCCOCC(O)CN2CCN(Cc3ccc(Cl)cc3)CC2)c1 (centres undefined)	-2.9%	i	-8.4%	-10.7%	7.2%	-20.2%	27.2%	0.8%	1.4
COc1ccc(C2=Nc3ccccc3N(CC(=O)Nc3cccc(C(C)=O)c3)C(=O)C2)cc1	39.5%[activator]	-0.9%	-9.7%	8.0%[57.1 µM]	7.7%	22.5%[57.1 µM]	70.1%[activator]	-4.2%	-0.2
COCCn1c(C)cc(C(=O)CSc2nc(C)cc(C)c2C#N)c1C	3.4%	-4.8%	-10.6%	-9.1%	3.8%	-18.6%	-16.2%	2.5%	8.8
Cn1c(SCC(=O)Nc2ccc(C(=O)O)cc2)nc2scc(-c3ccccc3Cl)c2c1=O	-4.6%	-15.8%	-14.7%	-1.9%	-0.7%	15.0%	-27.7%	?	1.4
COc1ccc(CNC(=O)CCc2c(C)nn(-c3ccc(N4CCCC4)nn3)c2C)c(OC)c1	-4.6%	i	-15.0%	8.4%[57.1 µM]	-5.4%	27.8%[57.1 µM]	29.2%	-2.3%	0.0
Cc1cc(OC(C)C(=O)Nc2ccc(S(=O)(=O)Nc3onc(C)c3C)cc2)cc(C)c1Cl (centres undefined)	-15.5%	-9.1%	-10.1%	-8.3%	-3.6%	-1.0%	4.6%	-0.9%	-1.8
CCOC(=O)c1cc(NC(=O)Cc2ccc(S(=O)(=O)N3CCOCC3)s2)cc(C(=O)OCC)c1	31.7%[activator]	5.5%	-7.1%	1.0%	1.3%	12.5%	24.5%	2.8%	2.1
CCn1cc(C(=O)NCCCOC(C)C)c(=O)c2cc(S(=O)(=O)N3CCCC3)ccc21	-3.4%	4.8%	-4.4%	-7.9%	-4.1%	1.8%	16.0%	5.0%	0.2
O=C(NCc1ccncc1)C(=O)NCC1OCCCN1S(=O)(=O)c1cc(F)ccc1F (centres undefined)	-7.1%	-0.8%	-17.1%	-1.0%	-1.9%	-1.8%	9.3%	6.1%	2.1
CCOc1ccc(NC(=O)CSc2nc3ccccc3c(=O)n2CCC(=O)NC2CCCCC2)cc1	-1.5%	2.2%	-1.6%	-2.4%[57.1 µM]	24.2%	10.9%[57.1 µM]	29.9%	-9.7%	1.0
O=c1[nH]c2ccc(NCc3ccc(F)cc3)cc2[nH]1	1.8%	i	-22.2%	2.6%	2.1%	-7.7%	-4.9%	-0.4%	-2.4
O=C(C1=C(O)C(=O)N(CCOCCO)C1c1cccs1)c1cccs1 (centres undefined)	1.1%	6.1%	-8.5%	-5.5%	-0.7%	-8.7%	40.2%[activator]	10.4%	-5.5
Cc1ccc(Cl)cc1NC(=O)CN1C(=O)C(C)(C)c2cc(S(=O)(=O)N3CCCCC3)ccc21	9.6%	i	?	-4.4%[57.1 µM]	21.6%	16.5%[57.1 µM]	6.1%[57 µM]	2.2%	-3.1
O=c1c2ccccc2n2c(-c3ccc(F)c(F)c3)nnc2n1CCc1ccccc1	-10.5%	-9.9%	-3.9%	-5.1%	-1.0%	3.7%	36.1%	7.5%	-1.6
CCOC(=O)Cn1c(CN2CCN(C(=O)c3ccco3)CC2)nc2c1c(=O)n(C)c(=O)n2C	-6.8%	-3.2%	-17.7%	4.9%	6.9%	-15.8%	43.8%[activator]	-12.2%	-3.0
CCc1ccc(NC(=O)Cn2c(=O)n(Cc3ccco3)c(=O)c3cccnc32)cc1	32.0%[activator]	4.0%	4.8%	-3.7%	1.0%	-1.1%	13.9%	-14.9%	-1.4
CCN(CC)CCCNC(=O)c1ccc(OCC(=O)Nc2ccccc2C(F)(F)F)c(OC)c1	-2.2%	8.6%	-21.2%	5.7%[57.1 µM]	-1.0%	8.4%[57.1 µM]	27.7%	5.1%	-6.5

Only PI4K2A block, TrxR1 substrate and GLS inh (2 entries from above):
| SMILES | PI4K2A block | TrxR1 substrate | GLS inh |
| --- | --- | --- | --- |
| O=C(C1=C(O)C(=O)N(CCOCCO)C1c1cccs1)c1cccs1 (centres undefined) | -5.5 | -5.5% | 10.4% |
| CCc1ccc(NC(=O)Cn2c(=O)n(Cc3ccco3)c(=O)c3cccnc32)cc1 | -1.4 | -3.7% | -14.9% |

Source: PubChem (National Center for Advancing Translational Sciences (NCATS))
